Screening results from PubChem.
Growth percent in the NCI-60 one-dose screen (48 h, 10 µM unless noted): 100 = growth as untreated, 0 = no growth, -100 = all killed.
SF-268: SF-268 CNS cancer cells | 3.1% of 82,000 active
SNB-75: SNB-75 CNS cancer. 5% of 79,000 active. AID 1794750
SF-539: SF-539 CNS cancer; 6.8% of 81,000 active
KM12: KM12 colon cancer cells. 5% of 82,000 active
SNB-19: SNB-19 CNS cancer cells; 2.5% of 81,000 active
HCT-116: HCT-116 colon cancer | 7.3% of 82,000 active
U251: U251 CNS tumor cells; 5.4% of 80,000 active
HCC-2998: HCC-2998 colon cancer; 4.7% of 79,000 active
SF-295: SF-295 CNS cancer cells; 5.6% of 79,000 active; AID 1794758
Active calls of the source: *; nt = no result given. Rule for the calls: active = growth percent below 10; inactive = the rest.

smiles	SF-268	SNB-75	SF-539	KM12	SNB-19	HCT-116	U251	HCC-2998	SF-295
CCCC1(C(=O)OCC)CCCCC1=O (centres undefined)	104	96	108	107	117	104	106	108	111
CCCCNC(=S)Nc1ccc(OCc2nc3ccccc3[nH]2)cc1	44	56	56	1.0*	70	64	57	60	54
C[C@H](Oc1ccc(C(=O)NS(=O)(=O)C(C)(C)C)cc1C(F)(F)F)c1ccc(Oc2ccccc2)cn1	96	95	95	97	97	100	99	112	108
COc1cc(Nc2nc(C3CC3)cs2)cc(OC)c1OC	92	88	92	91	99	59	72	108	90
CCCOC(=O)c1ccc(OCC)cc1	98	97	99	108	108	105	97	102	102
Cn1cc(-c2ccc3c(c2)ncn3-c2ccc(CC(=O)Nc3cc(C(C)(C)C)on3)cc2)cn1	26	-21*	-16*	16	59	17	31	76	37
CCCCCOCC#N	96	84	92	107	91	97	102	97	90
C=CCn1c(SCC(=O)c2ccccc2)nnc1-c1cc(-c2ccc(S(C)(=O)=O)cc2)nc2ccccc12	85	76	89	100	89	95	93	111	105
CC1=C2[C@H]3OC(=O)[C@@H](CN4CCOCC4)[C@@H]3CC[C@@](C)(O)[C@@H]2CC1=O	106	63	102	nt	98	96	101	125	107
COc1ccc(NC2=C(Br)C(=O)C(C)=C(C)C2=O)cc1OC	95	77	101	59	85	91	84	102	94

Next entries
smiles	SF-268	SNB-75	SF-539	KM12	SNB-19	HCT-116	U251	HCC-2998	SF-295
O=C(O)c1ccccc1C(=O)c1ccc(F)cc1	114	82	99	118	104	98	nt	115	99
CC(O)Cn1cnc2c1c(=O)n(C)c(=O)n2C (centres undefined)	103	84	94	104	104	102	82	106	109
CCc1ccc(N(C(=O)C2CC2c2ccc(F)c(F)c2)C(C(=O)NC(C)(C)C)c2cc3cc(Br)ccc3nc2Cl)cc1 (centres undefined)	98	80	98	102	95	92	94	97	102
CC1(CN2CCCC2)CCC(NC(=O)C(c2ccccc2)c2ccccc2)C(C)(C)O1 (centres undefined)	95	73	100	103	93	97	93	102	nt
CCOC(=O)[C@H](Cc1ccccc1)NC(=O)[C@H](Cc1ccccc1)NCc1cccc(O)c1	105	89	98	105	94	97	86	101	87
CCc1c(C(=O)N[C@@H]2c3cc(Cl)ccc3CC[C@H]2O)[nH]c(C)c1C(C)=O	52	59	45	47	55	27	37	63	52
N#Cc1c(N)cc(N)n(-c2nc3ccccc3[nH]c2=O)c1=O	95	88	93	96	99	88	95	126	95
CCSC(=O)n1ncc2cc(Cl)ccc21	117	80	99	115	99	106	96	91	91
CCN(CCO)C(C(=O)c1ccccc1)c1ccc(Cl)cc1 (centres undefined)	97	88	95	93	104	84	95	96	93
CCCC(=O)Oc1ccc2c(c1)Oc1cc(OC(=O)CCC)ccc1C21OC(=O)c2ccccc21	99	93	103	104	109	96	102	106	105

New compounds follow:
smiles	SF-268	SNB-75	SF-539	KM12	SNB-19	HCT-116	U251	HCC-2998	SF-295
CCN(c1ccccc1)c1nc(Cl)nc2c1cnn2-c1ccccc1	99	85	113	104	nt	104	102	107	98
CS(=O)(=O)c1ccc(-c2nc3cc(Cl)ccc3n2CC(=O)c2n[nH]c(=S)o2)cc1	95	80	92	102	96	99	95	112	98
Cn1cc(-c2cc(N)n3nc(-c4cn(C)c5ccccc45)cc3n2)c2ccccc21	100	112	84	73	112	62	72	79	96
COc1ccc(Nc2nccc(N3CCN(c4c5ccc(Cl)cc5nc5ccc(OC)cc45)CC3)n2)cc1	67	68	93	74	92	24	nt	94	79
O=C(O)CN1C(=O)/C(=C/c2ccc(Cl)cc2)SC1=S	101	96	99	107	99	106	103	101	97
CN1c2ccccc2Sc2cc(C=C(C#N)C#N)ccc21	105	80	101	103	98	105	98	97	103
N=C(N)c1ccc(C(=O)NCc2cccnc2)cc1	115	103	35	95	74	27	69	100	105
Cc1ccc2oc(=O)cc(-c3nc4ccc(N)cc4[nH]3)c2c1	92	81	92	90	95	89	95	97	94
N#C/C(=C\c1ccc(Cl)cc1)c1nc2ccccc2s1	99	116	nt	90	100	79	93	108	93
CCCCC[n+]1ccc(SCC(=O)N(C)c2ccccc2OC(F)(F)F)c2ccccc21	105	95	106	96	101	87	104	93	96

(next part)
smiles	SF-268	SNB-75	SF-539	KM12	SNB-19	HCT-116	U251	HCC-2998	SF-295
COc1ccc(/C=N/n2c(CN3CCOCC3)nc3ccccc3c2=O)cc1	97	nt	100	108	101	100	102	107	93
C=CCOc1cccc(NC(=O)C[N+](CCC)(CCC)Cc2ccc(Cl)cc2)c1	80	75	91	93	86	66	81	91	85
Nc1nc(/C=C\c2ccccc2)cc(-c2cc(/C=C\c3ccccc3)nc(N)n2)n1	108	94	98	108	nt	97	99	131	100
Cc1nc2c(cnn2-c2ccccc2)c(=O)n1-c1ccc(NCC(=O)c2ccc(Cl)cc2)cc1	69	83	84	86	85	61	81	100	70
C/C(C/C(C)=N/C(N)=S)=N\C(N)=S	97	95	96	100	nt	98	105	112	96
COc1cc(-c2nc3ccccc3[nH]2)ccc1OCC(=O)NN	92	81	92	94	98	95	101	104	101
O=C(Oc1ccc(NC(=O)c2cc3c(cc2Br)OCO3)cc1)c1ccccc1	129	89	101	109	98	106	98	103	97
COc1ccc(C(=O)c2cc3c(N)c(C(=O)Nc4ccccc4)sc3nc2C)cc1	51	28	-5.1*	15	25	13	18	19	27
S=C(c1ccc2c(c1)OCO2)N1CCN(c2ccccc2Cl)CC1	94	100	102	103	99	92	95	113	118
NS(=O)(=O)c1ccc(Nc2nc(SCC(=O)c3ccc(F)cc3)nc3ccccc23)cc1	47	43	53	19	55	39	47	48	60

Four entries from above, with each value named:
C/C(C/C(C)=N/C(N)=S)=N\C(N)=S
- SF-268 = 97
- SNB-75 = 95
- SF-539 = 96
- KM12 = 100
- SNB-19 = nt
- HCT-116 = 98
- U251 = 105
- HCC-2998 = 112
- SF-295 = 96
COc1cc(-c2nc3ccccc3[nH]2)ccc1OCC(=O)NN
- SF-268 = 92
- SNB-75 = 81
- SF-539 = 92
- KM12 = 94
- SNB-19 = 98
- HCT-116 = 95
- U251 = 101
- HCC-2998 = 104
- SF-295 = 101
O=C(Oc1ccc(NC(=O)c2cc3c(cc2Br)OCO3)cc1)c1ccccc1
- SF-268 = 129
- SNB-75 = 89
- SF-539 = 101
- KM12 = 109
- SNB-19 = 98
- HCT-116 = 106
- U251 = 98
- HCC-2998 = 103
- SF-295 = 97
COc1ccc(C(=O)c2cc3c(N)c(C(=O)Nc4ccccc4)sc3nc2C)cc1
- SF-268 = 51
- SNB-75 = 28
- SF-539 = -5.1*
- KM12 = 15
- SNB-19 = 25
- HCT-116 = 13
- U251 = 18
- HCC-2998 = 19
- SF-295 = 27

Next compounds.
smiles	SF-268	SNB-75	SF-539	KM12	SNB-19	HCT-116	U251	HCC-2998	SF-295
Nc1ccnc(N)n1	105	98	98	108	107	78	88	96	99
N/C(=N\c1nc2ccccc2s1)NC(=O)N(Cc1ccccc1)Cc1ccccc1	78	96	102	62	89	61	75	88	86
COC1=CC(O)C23OCC(=O)N2c2cccc4c2C(O)(CCC4)C3C1O (centres undefined)	95	70	98	105	98	95	100	105	112
Cn1c(=O)c2[nH]c(Cc3ccc4c(c3)OCO4)nc2n(C)c1=O	nt	95	95	108	101	105	110	109	104
CC(C)C1CCCCC1C1CCCCC1 (centres undefined)	112	91	99	118	112	114	106	110	105
CC1(O)CCC2CC3OC3(C)CCC3OC3(C)CCC1C2(C)C (centres undefined)	107	117	119	111	90	100	96	nt	90
Cc1ccccc1C(O)(c1ccccc1)c1ccccc1	98	96	119	93	100	100	105	102	105
CCSc1nc(C)cc(=O)[nH]1	107	88	122	101	97	104	103	97	109
O=C1Nc2ccccc2C12CC(c1ccccc1)=NN2 (centres undefined)	67	38	47	43	69	29	nt	76	nt
O=c1[nH]nc(Sc2ccccc2)c(=S)[nH]1	105	95	91	104	106	105	97	108	96

Carrying on.
smiles	SF-268	SNB-75	SF-539	KM12	SNB-19	HCT-116	U251	HCC-2998	SF-295
O=C(NCCCNC(=O)OCc1ccc2c(Br)cc(Br)c(O)c2n1)OCc1ccc2c(Br)cc(Br)c(O)c2n1	10	-88*	-97*	7.6*	45	-66*	-70*	-42*	20
O=c1c(CNc2ccc(S(=O)(=O)Nc3ncccn3)cc2)coc2ccccc12	108	79	95	115	94	91	93	101	nt
O=C(NCCCNc1nccc(-n2ccc3cccnc32)n1)C1CCCCC1	99	nt	96	103	96	95	99	106	99
CC(C)c1nc2ccccc2n1CC(=O)N/N=C/c1ccc(N(C)C)cc1	106	89	112	93	107	84	95	106	121
c1ccc(C(CN2CCCCC2)OCc2cccs2)cc1 (centres undefined)	101	87	100	101	103	90	100	101	98
O=c1[nH]c2cccc(Cl)c2c2ccccc12	108	87	94	114	90	106	nt	96	97
COC(=O)c1cccc(C)c1[N+](=O)[O-]	104	115	109	105	112	110	99	108	120
Cc1ccccc1C(O)(c1ccccc1)c1ccccc1C	103	90	94	110	100	99	98	101	114
C1=C[C@H](c2c[nH]c3ccccc23)c2[nH]c3ccccc3c2[C@H]1c1c[nH]c2ccccc12	91	105	98	96	98	97	106	97	100
O=C(NC(=S)N1CCN(c2ncnc3c2cnn3-c2ccccc2)CC1)c1ccc(F)cc1	80	54	74	80	85	55	86	99	69
Cc1ccc(C2=NN3C(C2)c2ccccc2OC3c2ccccc2)o1 (centres undefined)	92	91	97	99	94	105	97	104	101
